CIT2 TOR yeast: modulators of TOR pathway CIT2-GFP in S. cerevisiae; S. cerevisiae CIT2-GFP strain, flow cytometry, 3 h; 100 means same as DMSO wells; GFP response vs DMSO, % at 10 µM; 320,000 compounds, 0.065% hits; AID 2029;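 active = GFP response relative to DMSO above a set limit, near the screen mean plus 3 SD, cut at about 150% in these data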;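 also: ratio of well median GFP fluorescence to mean of DMSO wells on the plate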
AGP1-GFP MLPCN: yeast TOR pathway AGP1-GFP modulation; S. cerevisiae AGP1-GFP multiplex flow cytometry, 3 h; GFP as percent of DMSO wells; GFP response vs DMSO, % at 10 µM; 320,000 compounds, 0.02% hits;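 active = GFP response relative to DMSO above a set limit, near screen average plus 3 SD, cut at about 150% in these data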;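 also: median GFP channel fluorescence of the gated AGP1 strain per well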
proCasp3 act: activates human procaspase-3 | P42574 | recombinant procaspase-3 D3A, Ac-DEVD-pNA absorbance 405 nm | activation, % at 8.5 µM | 330,000 compounds, 0.11% hits | AID 463141;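 active = activation above the mean of all tested compounds plus 3 SD, cut at about 21% in these data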;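 also: 0% = DMSO alone and 100% = DMSO wells spiked with extra 5 µM PC-3 D3A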
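System: Procaspase-3 D3A mutant. Medium: Zinc-free 300 mM NaCl, 50 mM HEPES, 0.01% Triton X-100. Schedule: 1 h preincubation plus 2 h reaction at 25 °C. Measured by: 405 nm absorbance of p-nitroaniline, reads at 0 and 120 min. Read-out: percent activation relative to control range.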
RPL19A TOR yeast: yeast TOR pathway RPL19A-GFP modulation | S. cerevisiae RPL19A-GFP strain, flow cytometry, 3 h; stronger effect = lower value | percent response vs DMSO, % at 10 µM | 330,000 compounds, 0.3% hits | AID 2025;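 active = percent response vs DMSO below 50%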;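 also: median channel GFP fluorescence of the barcoded RPL19A-GFP strain; ratio of sample median GFP to plate DMSO average so 100% = DMSO; lower means less RPL19A-GFP as with rapamycin TOR inhibition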
MEP2-GFP yeast: alters MEP2-GFP fluorescence in TOR pathway yeast screen. S. cerevisiae MEP2-GFP strain, flow cytometry GFP, 3 h; 100% = DMSO control level. GFP response vs DMSO, % at 10 µM. 330,000 compounds, 0.51% hits;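 active = GFP response versus DMSO above a set limit, roughly screen mean plus 3 SD, cut at about 180% in these data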;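 also: median GFP fluorescence of the barcode-gated MEP2-GFP cells per well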
procasp7 counter: counter-screen: procaspase-7 (human) activation; P55210; recombinant procaspase-7, Ac-DEVD-pNA absorbance 405 nm; D23A/D198A/D206A triple mutant, cannot self-cleave; scale: DMSO 0, 5 µM enzyme 100; activation, % at 8.5 µM; 330,000 compounds, 0.093% hits; AID 463210;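 active = percent activation above the screen-wide mean plus 3 SD, cut at about 25% in these data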
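Assay system: Uncleavable procaspase-7 mutant enzyme; Input: 2 µM procaspase-7 mutant as dispensed; Also added: DEVD-pNA substrate; Medium: Zinc-free HEPES pH 7.4 with 300 mM NaCl, 0.01% Triton X-100; Timing: 1 h compound preincubation, 2 h substrate cleavage, 25 °C; Measured by: Epi-absorbance of released pNA at 405 nm, two timepoints.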
LAP4 TOR yeast: alters LAP4-GFP fluorescence in TOR pathway yeast screen; S. cerevisiae LAP4-GFP multiplex, flow cytometry GFP, 3 h; median GFP as percent of DMSO wells; GFP response vs DMSO, % at 10 µM; 320,000 compounds, 0.34% hits; AID 2023;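 active = GFP response vs DMSO above a set limit, about the screen mean plus 3 SD, cut at about 150% in these data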
AHR act: activators of human aryl hydrocarbon receptor | P35869 | AHR-responsive luciferase reporter cells, luminescence | activation, % at 5 µM | 320,000 compounds, 2.5% hits | AID 2796; in the data active = activation above about 47%;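 also: 0% = vehicle wells and 100% = reference agonist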
Target sequence (P35869 whole entry, looked up): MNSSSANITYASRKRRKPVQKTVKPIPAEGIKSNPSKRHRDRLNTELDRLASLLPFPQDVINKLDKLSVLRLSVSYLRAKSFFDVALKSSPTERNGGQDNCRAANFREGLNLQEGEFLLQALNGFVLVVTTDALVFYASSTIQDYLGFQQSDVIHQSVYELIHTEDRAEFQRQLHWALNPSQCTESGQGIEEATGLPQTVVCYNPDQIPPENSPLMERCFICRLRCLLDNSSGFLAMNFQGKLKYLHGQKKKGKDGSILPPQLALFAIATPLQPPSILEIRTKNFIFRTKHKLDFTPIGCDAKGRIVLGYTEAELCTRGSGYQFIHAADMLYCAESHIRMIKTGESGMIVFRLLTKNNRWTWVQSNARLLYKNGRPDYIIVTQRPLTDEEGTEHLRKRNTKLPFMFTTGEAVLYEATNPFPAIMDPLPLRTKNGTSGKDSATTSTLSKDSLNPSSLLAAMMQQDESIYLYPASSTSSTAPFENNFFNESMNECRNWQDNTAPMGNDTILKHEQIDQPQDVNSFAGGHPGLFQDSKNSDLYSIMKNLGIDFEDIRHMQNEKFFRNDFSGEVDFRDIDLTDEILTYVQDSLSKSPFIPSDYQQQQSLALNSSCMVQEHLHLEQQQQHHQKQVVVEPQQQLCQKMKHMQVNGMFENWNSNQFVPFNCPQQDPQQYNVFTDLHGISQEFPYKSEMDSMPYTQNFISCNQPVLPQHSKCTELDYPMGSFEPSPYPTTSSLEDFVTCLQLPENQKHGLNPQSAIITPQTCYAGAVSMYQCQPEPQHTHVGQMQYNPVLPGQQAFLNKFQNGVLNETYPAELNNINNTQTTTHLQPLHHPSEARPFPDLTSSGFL
* = called active by the depositor.

`O=C(CSc1nnc(-c2ccco2)o1)NC(=O)C1COc2ccccc2O1` (stereo unspecified) gave CIT2 TOR yeast 104.6, AGP1-GFP MLPCN 101.9, proCasp3 act 5.3, RPL19A TOR yeast 99.3, MEP2-GFP yeast 100.2, procasp7 counter 6.3, LAP4 TOR yeast 99.1 and AHR act 1.1.
Oc1cccc(C(O)CNCc2ccc(OCc3ccc(Cl)cc3Cl)cc2)c1 (stereo unspecified) was read as CIT2 TOR yeast 100.5, AGP1-GFP MLPCN 104.8, proCasp3 act -21.9, RPL19A TOR yeast 96.6, MEP2-GFP yeast 104.6, procasp7 counter -22.9, LAP4 TOR yeast 101.3 and AHR act -5.5.
`Cn1c(SCC(=O)Nc2ccc3c(c2)OCCO3)nnc1C1CC1` gave CIT2 TOR yeast 94.1, AGP1-GFP MLPCN 97.5, proCasp3 act 0.7, RPL19A TOR yeast 101.4, MEP2-GFP yeast 104.0, procasp7 counter -1.8, LAP4 TOR yeast 97.2 and AHR act 4.0.
Screening COc1ccc(C(=O)Oc2ccc(/C=N/Nc3ccc(Cl)c(C(=O)O)c3)cc2OC)cc1 returned CIT2 TOR yeast 92.0, AGP1-GFP MLPCN 94.5, proCasp3 act -5.2, RPL19A TOR yeast 93.6, MEP2-GFP yeast 100.4, procasp7 counter 2.6, LAP4 TOR yeast 95.2 and AHR act 1.6.
For COc1ccc(C2(C)NC(=O)N(CC(=O)NCc3ccccc3)C2=O)cc1OC (stereo unspecified) the results were CIT2 TOR yeast 104.4, AGP1-GFP MLPCN 96.1, proCasp3 act 5.7, RPL19A TOR yeast 108.5, MEP2-GFP yeast 106.6, procasp7 counter 5.9, LAP4 TOR yeast 91.7 and AHR act -0.2.
`COc1ccc(/C=C2\CCn3c2nc2cc(C(=O)O)ccc2c3=O)cc1O` gave CIT2 TOR yeast 100.1, AGP1-GFP MLPCN 102.2, proCasp3 act -9.3, RPL19A TOR yeast 106.0, MEP2-GFP yeast 74.7, procasp7 counter -14.9, LAP4 TOR yeast 88.9 and AHR act 1.7.
`Cc1ccc2c(C)[nH]c(=O)cc2c1` gave CIT2 TOR yeast 127.8, AGP1-GFP MLPCN 119.4, proCasp3 act -1.6, RPL19A TOR yeast 112.6, MEP2-GFP yeast 111.3, procasp7 counter 0.7, LAP4 TOR yeast 117.7 and AHR act 2.8.
Screening O=C(CCn1nc(-c2ccccc2)ccc1=O)N1CCCC1 returned CIT2 TOR yeast 88.6, AGP1-GFP MLPCN 97.2, proCasp3 act 4.3, RPL19A TOR yeast 97.1, MEP2-GFP yeast 102.8, procasp7 counter 1.0, LAP4 TOR yeast 96.9 and AHR act 1.3.
For Fc1ccccc1C(c1nnnn1Cc1ccc2c(c1)OCO2)N1CCN(Cc2ccccc2)CC1 (stereo unspecified) the results were CIT2 TOR yeast 91.5, AGP1-GFP MLPCN 88.9, proCasp3 act -0.8, RPL19A TOR yeast 92.1, MEP2-GFP yeast 91.7, procasp7 counter -1.0, LAP4 TOR yeast 88.5 and AHR act 4.2.
For CCOC(=O)/C=C/c1ccc(C(F)(F)F)cc1S(=O)(=O)NC(C)(C)C the results were CIT2 TOR yeast 81.0, AGP1-GFP MLPCN 79.2, proCasp3 act 5.8, RPL19A TOR yeast 96.1, MEP2-GFP yeast 84.0, procasp7 counter 2.4, LAP4 TOR yeast 111.2 and AHR act 2.4.
CC(C)(C)NC(=O)Cn1c(Cl)nc2ccccc21 was read as CIT2 TOR yeast 103.6, AGP1-GFP MLPCN 104.8, proCasp3 act -0.7, RPL19A TOR yeast 109.1, MEP2-GFP yeast 107.7, procasp7 counter 11.6, LAP4 TOR yeast 95.9 and AHR act 1.1.
`Cc1ccsc1C(=O)OCc1nnc(-c2ccccc2)o1` gave CIT2 TOR yeast 83.8, AGP1-GFP MLPCN 94.1, proCasp3 act 1.5, RPL19A TOR yeast 97.4, MEP2-GFP yeast 97.7, procasp7 counter 5.1, LAP4 TOR yeast 98.1 and AHR act 7.3.
O=C(O)c1cnn2c(C(F)F)cc(C3CC3)nc12 was read as CIT2 TOR yeast 107.8, AGP1-GFP MLPCN 102.7, proCasp3 act 1.4, RPL19A TOR yeast 101.6, MEP2-GFP yeast 99.6, procasp7 counter -7.2, LAP4 TOR yeast 101.3 and AHR act 0.3.
Screening COc1ccc(CN2CCC(n3nccc3NC(=O)C3CC3)CC2)c(Cl)c1OC returned CIT2 TOR yeast 105.0, AGP1-GFP MLPCN 104.5, proCasp3 act -0.5, RPL19A TOR yeast 105.5, MEP2-GFP yeast 108.1, procasp7 counter -0.9, LAP4 TOR yeast 101.2 and AHR act -3.1.
For c1ccc(OCCOc2ccccc2-c2nnco2)cc1 the results were CIT2 TOR yeast 103.1, AGP1-GFP MLPCN 98.2, proCasp3 act 12.8, RPL19A TOR yeast 94.6, MEP2-GFP yeast 101.6, procasp7 counter 5.1, LAP4 TOR yeast 100.3 and AHR act 28.0.
Screening CC(C)Nc1ccc(C(CC(N)=O)NC(=O)Cc2ccc(Br)cc2)cc1[N+](=O)[O-] (stereo unspecified) returned CIT2 TOR yeast 75.3, AGP1-GFP MLPCN 84.8, proCasp3 act 0.1, RPL19A TOR yeast 103.1, MEP2-GFP yeast 91.3, procasp7 counter -12.7, LAP4 TOR yeast 107.4 and AHR act 9.8.
CCOC(=O)c1cccc(NC(=O)CSc2nnc(-c3ccoc3C)n2CCOC)c1 was read as CIT2 TOR yeast 86.5, AGP1-GFP MLPCN 98.8, proCasp3 act 3.8, RPL19A TOR yeast 97.3, MEP2-GFP yeast 92.6, procasp7 counter 8.5, LAP4 TOR yeast 92.5 and AHR act 0.5.
Screening CC(C)CCN1CCN(Cc2cc(F)ccc2-n2cccn2)CC1CCO (stereo unspecified) returned CIT2 TOR yeast 99.3, AGP1-GFP MLPCN 104.5, proCasp3 act -1.4, RPL19A TOR yeast 100.1, MEP2-GFP yeast 101.5, procasp7 counter 4.4, LAP4 TOR yeast 107.1 and AHR act 0.1.
COc1ccc(-c2nc3c(c(=O)[nH]c(=O)n3Cc3ccccc3)n2CCO)cc1 was read as CIT2 TOR yeast 99.6, AGP1-GFP MLPCN 98.3, proCasp3 act 0.8, RPL19A TOR yeast 104.2, MEP2-GFP yeast 109.6, procasp7 counter -4.8, LAP4 TOR yeast 92.9 and AHR act 4.1.
`Cc1nn(Cc2ccccc2Cl)c(Cl)c1/C=C/C(=O)OCC(=O)NC(N)=O` gave CIT2 TOR yeast 110.0, AGP1-GFP MLPCN 110.5, proCasp3 act 5.9, RPL19A TOR yeast 101.0, MEP2-GFP yeast 104.1, procasp7 counter -0.7, LAP4 TOR yeast 101.4 and AHR act -0.8.

Random excerpt: three entries already listed.
`Cc1ccsc1C(=O)OCc1nnc(-c2ccccc2)o1` gave CIT2 TOR yeast 83.8, AGP1-GFP MLPCN 94.1, proCasp3 act 1.5, RPL19A TOR yeast 97.4, MEP2-GFP yeast 97.7, procasp7 counter 5.1, LAP4 TOR yeast 98.1 and AHR act 7.3.
For c1ccc(OCCOc2ccccc2-c2nnco2)cc1 the results were CIT2 TOR yeast 103.1, AGP1-GFP MLPCN 98.2, proCasp3 act 12.8, RPL19A TOR yeast 94.6, MEP2-GFP yeast 101.6, procasp7 counter 5.1, LAP4 TOR yeast 100.3 and AHR act 28.0.
Screening CC(C)CCN1CCN(Cc2cc(F)ccc2-n2cccn2)CC1CCO (stereo unspecified) returned CIT2 TOR yeast 99.3, AGP1-GFP MLPCN 104.5, proCasp3 act -1.4, RPL19A TOR yeast 100.1, MEP2-GFP yeast 101.5, procasp7 counter 4.4, LAP4 TOR yeast 107.1 and AHR act 0.1.

Going on with the list:
`COCCn1c(SCC(=O)Nc2ccc(S(=O)(=O)N3CCOCC3)cc2)nc2ccccc21` gave CIT2 TOR yeast 96.5, AGP1-GFP MLPCN 102.1, proCasp3 act -5.7, RPL19A TOR yeast 101.7, MEP2-GFP yeast 108.0, procasp7 counter 2.0, LAP4 TOR yeast 100.6 and AHR act -0.5.
Screening CC(C)NC(=S)NC(=O)/C=C/c1cccc2ccccc12 returned CIT2 TOR yeast 85.4, AGP1-GFP MLPCN 77.8, proCasp3 act 3.3, RPL19A TOR yeast 84.0, MEP2-GFP yeast 102.3, procasp7 counter -2.5, LAP4 TOR yeast 112.0 and AHR act 20.0.
O=[N+]([O-])c1ccc(/C=N/n2c(COc3ccccc3)n[nH]c2=S)cc1 was read as CIT2 TOR yeast 96.8, AGP1-GFP MLPCN 102.7, proCasp3 act -15.7, RPL19A TOR yeast 99.2, MEP2-GFP yeast 95.8, procasp7 counter -8.8, LAP4 TOR yeast 110.4 and AHR act 1.4.
NC(=O)C1CC(=O)N(Cc2ccc3c(c2)OCO3)C(=Nc2ccccc2)S1 (stereo unspecified) was read as CIT2 TOR yeast 106.4, AGP1-GFP MLPCN 104.0, proCasp3 act 1.8, RPL19A TOR yeast 96.9, MEP2-GFP yeast 101.0, procasp7 counter -2.5, LAP4 TOR yeast 94.4 and AHR act -0.6.
Screening Cc1ccc(C(=O)COC(=O)c2cc(Cl)ccc2O)cc1[N+](=O)[O-] returned CIT2 TOR yeast 90.6, AGP1-GFP MLPCN 94.2, proCasp3 act 3.7, RPL19A TOR yeast 98.2, MEP2-GFP yeast 94.9, procasp7 counter 7.5, LAP4 TOR yeast 91.2 and AHR act 0.7.
For Cc1ccc(C(=O)OCCc2sc[n+](Cc3ccccc3)c2C)cc1 the results were CIT2 TOR yeast 103.0, AGP1-GFP MLPCN 103.8, proCasp3 act -11.1, RPL19A TOR yeast 101.1, MEP2-GFP yeast 98.5, procasp7 counter 1.9, LAP4 TOR yeast 98.7 and AHR act -0.7.
CCOC(=O)c1ccccc1NS(=O)(=O)c1ccccc1 was read as CIT2 TOR yeast 107.5, AGP1-GFP MLPCN 106.0, proCasp3 act 1.1, RPL19A TOR yeast 104.5, MEP2-GFP yeast 102.9, procasp7 counter -0.2, LAP4 TOR yeast 99.2 and AHR act -3.4.
For O=C1c2ccccc2C(=O)N1CCn1c(=O)oc2ccccc21 the results were CIT2 TOR yeast 91.0, AGP1-GFP MLPCN 99.1, proCasp3 act 1.6, RPL19A TOR yeast 95.0, MEP2-GFP yeast 101.1, procasp7 counter 5.3, LAP4 TOR yeast 97.6 and AHR act 8.6.
`O=C(CCC(=O)N1CCOc2ccccc21)NCCc1ccccc1` gave CIT2 TOR yeast 90.7, AGP1-GFP MLPCN 93.3, proCasp3 act 2.0, RPL19A TOR yeast 102.6, MEP2-GFP yeast 103.4, procasp7 counter -1.8, LAP4 TOR yeast 113.1 and AHR act -0.3.

Screening data (PubChem)
